High-throughput results: PubChem BioAssay, several laboratories
V-ATPase pHluor: yeast V-ATPase proton transport regulation by pHLuorin | S. cerevisiae, pHLuorin cytosolic pH fluorescence | response, % at 10 µM | actives 0.37% (n = 350,000); in the data active means response mostly above about 7.3%, no sharp cut-off; inactive means mostly below about 5.4%; further: actives read high; inactives centre near 0; some compounds called inactive have numbers as strong as hits; reference of the scale not given here
Arr AP2 block: blocks beta-arrestin peptide binding to AP2 adaptin | FITC-arrestin peptide / GST-AP2 beads, flow cytometry; AP2 beta2 appendage carries R879A mutation | inhibition, % at 10 µM | actives 0.31% (n = 340,000) | AID 504490;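 active means inhibition above a set limit, near 3 SD of compounds lacking own fluorescence, cut at about 54% in these data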;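 further: plate controls were DMSO wells for no effect and 5 µM unlabelled arrestin peptide for full effect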
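Assay system: GST-AP2 R879A bound to glutathione beads, E. coli-expressed; Medium: PBS with 0.05% Tween 20 and 0.1% BSA; Also added: fluorescein-tagged arrestin peptide at 50 nM final; Timing: 12 min plus 1 h, RT; Measured by: flow cytometry, FL1 (488/535 nm); Evaluation: percent drop in bead-associated FITC signal.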
MOR-DOR ag: agonists of human mu-delta opioid receptor heterodimerization; activation, % at 9.3 µM; P35372+P41143; AID 504326; cells, OPRM1-OPRD1 heterodimerization, luminescence; actives 0.3% (n = 340,000); in the data active means activation above about 18%;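 further: 0% = vehicle-treated cells and 100% = reference agonist; values of inactives mirror those of a sister screen read the other way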
MOR-DOR inv ag: inverse agonists of human mu-delta opioid receptor heterodimerization; P35372+P41143; cell-based MOR-DOR heterodimer luminescence, inverse agonism; inhibition, % at 9.3 µM; actives 0.21% (n = 340,000); AID 504357; in the data active means inhibition above about 22%, passing the limit was not always enough;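 further: 0% = cells with DMSO and 100% = wells without cells with DMSO; values of inactives mirror those of a sister screen read the other way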
cardiac RTF act: increases calcium sensitivity of human cardiac regulated thin filaments; P19429+P45379; activation, % at 7.2 µM; AID 493008; actives 0.24% (n = 340,000); IANBD-labeled TnC RTF fluorescence at EC20 calcium; 0% EC20 calcium, 100% full calcium;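 active means activation above the mean over all tested compounds plus 3 SD, cut at about 30% in these data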;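 further: rise in fluorescence read as greater calcium sensitivity of cardiac thin filaments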
Wnt act: activates Wnt/beta-catenin signaling in a reporter cell assay | activation, % at 9.35 µM | actives 1.2% (n = 300,000) | activator, plate reader; in the data active means activation above about 30%, passing the limit was not always enough;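 further: 0% = neutral control wells and 100% = positive control wells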
Cardiac RTF inh: cardiac RTF calcium desensitization; actives 0.12% (n = 340,000); inhibition, % at 7.15 µM; IANBD-labeled cardiac RTF, Ca2+ fluorescence;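 active means inhibition above the mean inhibition of all tested compounds plus 3 SD, cut at about 17% in these data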;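 further: assay run at fixed EC70 calcium of 1.6 mM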
Keap1-Nrf2 PPI: disrupts human Keap1 binding to Nrf2 peptide | actives 0.15% (n = 340,000) | Keap1 Kelch-Nrf2 peptide fluorescence polarization, 1536-well | AID 504523 | Q14145 | inhibition, % at 9.4 µM; in the data active means inhibition above about 12%;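 further: human Keap1 Kelch domain with fluorescein labeled Nrf2 9mer peptide probe; 0% = neutral control wells and 100% = peptide positive control; higher means more block of Keap1 binding to Nrf2 peptide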
C-LANA FP: blocks KSHV LANA C-terminal domain binding to DNA; MBP-C-LANA/FAM-LBS DNA binding, fluorescence polarization; actives 0.078% (n = 340,000); inhibition, % at 9 µM; AID 504423;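 active means highest replicate inhibition at or above 60% at 9 µM, even if other replicates fall short; inactive means all replicates below 60% inhibition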;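 further: 0% = neutral control wells and 100% = 4 µM acridine orange control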
Pemphigus Ab inh: blocks pemphigus antibody binding to human desmoglein-3 | binding (percent of control), % at 10 µM | AID 588358 | actives 0.48% (n = 310,000) | DSG3-coupled beads, scFv-anti-DSG3-GFP binding, flow cytometry; active compounds read low | P32926;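 active means binding more than 3 SD below its plate's average and above zero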;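 further: hits lower antibody fragment binding to DSG3; some compounds called inactive have numbers as strong as hits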
Target sequence (P32926 whole entry, looked up, the tested form may be a part): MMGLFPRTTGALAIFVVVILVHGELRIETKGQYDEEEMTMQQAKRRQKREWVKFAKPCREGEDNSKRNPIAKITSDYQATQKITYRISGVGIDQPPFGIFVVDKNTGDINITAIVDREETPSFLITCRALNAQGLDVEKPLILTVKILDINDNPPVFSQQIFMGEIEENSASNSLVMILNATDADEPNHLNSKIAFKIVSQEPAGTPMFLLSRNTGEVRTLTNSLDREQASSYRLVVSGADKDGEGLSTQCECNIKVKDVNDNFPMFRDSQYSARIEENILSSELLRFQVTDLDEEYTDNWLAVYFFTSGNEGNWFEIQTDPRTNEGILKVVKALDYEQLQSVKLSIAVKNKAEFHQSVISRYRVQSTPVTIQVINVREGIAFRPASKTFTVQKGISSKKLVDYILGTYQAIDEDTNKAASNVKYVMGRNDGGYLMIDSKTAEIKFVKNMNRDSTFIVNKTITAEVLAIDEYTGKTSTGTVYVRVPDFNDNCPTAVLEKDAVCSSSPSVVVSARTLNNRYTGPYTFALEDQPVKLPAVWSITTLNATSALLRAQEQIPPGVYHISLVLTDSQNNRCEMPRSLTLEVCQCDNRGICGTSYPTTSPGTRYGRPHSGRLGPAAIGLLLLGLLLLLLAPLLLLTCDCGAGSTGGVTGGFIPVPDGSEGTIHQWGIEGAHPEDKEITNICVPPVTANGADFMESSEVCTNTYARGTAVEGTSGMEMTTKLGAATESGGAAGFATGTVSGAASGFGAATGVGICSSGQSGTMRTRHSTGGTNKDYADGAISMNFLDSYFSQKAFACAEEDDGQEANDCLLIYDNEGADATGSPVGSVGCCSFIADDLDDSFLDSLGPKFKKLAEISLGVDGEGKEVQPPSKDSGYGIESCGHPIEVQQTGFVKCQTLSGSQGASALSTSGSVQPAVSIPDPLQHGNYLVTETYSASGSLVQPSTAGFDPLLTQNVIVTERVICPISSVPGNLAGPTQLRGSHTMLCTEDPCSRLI
Active calls of the source: *; x = not tested or not shown.

Values in the order: V-ATPase pHluor, Arr AP2 block, MOR-DOR ag, MOR-DOR inv ag, cardiac RTF act, Wnt act, Cardiac RTF inh, Keap1-Nrf2 PPI, C-LANA FP, Pemphigus Ab inh
Cc1ccc(C2(C)NC(=O)N(CC(=O)Nc3ccccc3N3CCCC3)C2=O)cc1 (centres undefined)
  -8, -2, -1.1, 6, -8, x, 5, 1, -0.3, 97
CCC(=O)N1CCc2cc(S(=O)(=O)CCC(=O)Nc3nc(C)cs3)ccc21
  8, 25, -0.8, 5, -2, -3, -4, 1, 0.4, 93
O=C(NC1CCCN(Cc2ccc(Cl)cc2)C1)c1c(F)ccc(F)c1F (centres undefined)
  -4, -12, 3.5, -18, 10, 0, -4, -3, 1.3, 97
CCOc1ccc(NC(=O)CN(C)C(=O)Cc2c[nH]c3ccccc23)cc1OCC
  3, -8, -2.3, 12, -9, 1, -7, -6, 1.9, 103
Cc1cc(C)c2c(N)c(C(=O)Nc3ccccc3F)sc2n1
  2, 4, -3.0, 15, -3, 20, 2, 2, 0.9, 113
COC(=O)Cc1cc(=O)n2[nH]c(SC)nc2n1
  -3, 0, -4.5, 24, 2, -3, -8, 2, 4.5, 98
COc1cccc(CN(C)C(=O)c2cccc(S(=O)(=O)Nc3cccc(C)c3)c2)c1OC
  0, 2, -0.7, 4, -3, x, -4, 0, 0.9, 96
O=C(CNS(=O)(=O)c1ccc(Br)s1)N1CCN(C(=O)c2ccco2)CC1
  8, 10, 2.7, -17, 5, x, 10, -2, -0.3, 104
COc1ccc(C(=O)NCCC(C)C)cc1S(=O)(=O)N1CCOCC1
  1, 1, -1.2, 6, -2, -8, -2, -1, -0.6, x
CC(NC(=O)CN(C1CCCCC1)S(C)(=O)=O)c1ccccc1 (centres undefined)
  3, 1, -1.9, 11, 4, x, 2, -1, -1.6, 98
O=C(NCCN1CCOCC1)Nc1ccccc1
  -2, -8, -1.8, 11, 2, x, -2, 1, 1.5, 95
Cc1cc(C)n(CCC(=O)N/N=C/c2ccc(Br)c([N+](=O)[O-])c2)n1
  0, 2, 0.3, -2, 3, 36*, 3, 1, -0.8, 113
Clc1ccc(CN2CCCCCC2)cc1
  -3, -17, -4.5, 21, -5, 0, -2, 2, 0.6, 104
COc1ccc(-n2cc(C#N)c(=O)[nH]c2=O)cc1
  -1, -1, -1.2, 6, 0, -7, 1, 3, -0.3, 98
CC(C)OCCCNC(=O)c1ccc2c(c1)NC(=O)c1ccccc1S2
  0, 0, -2.6, 12, 3, -3, -6, 0, 4.1, x
CCC(C)(C)NC(=O)/C=C/c1ccc(OC)c(S(=O)(=O)N2CCOCC2)c1
  1, 34, 0.7, -4, -2, -3, -5, -3, -1.1, 103
Fc1ccc(-n2[nH]nnc2=S)cc1N1CCCC1
  2, -14, -1.1, 6, 0, 3, -6, 0, 0.0, 100
Cc1ccc(S(=O)(=O)N(C)C)cc1NC(=O)C1Cc2ccccc2CN1C(=O)c1ccco1 (centres undefined)
  -5, 9, 0.6, -4, -3, -2, 4, -4, 0.6, x
Cc1ccc(-c2nnc(Nc3ccc4c(c3)nc(C)n4C)c3ccccc23)cc1
  5, 23, -0.6, 4, -2, 3, 3, 1, 2.1, 99
Cc1ccc(S(=O)(=O)N/N=C/c2ccc3nccnc3c2)cc1
  3, -1, -5.0, 26, 5, 6, 6, -3, -0.3, 73
COc1cccc(OC)c1/C=C/C(=O)NC1CCCCC1
  -2, 14, 1.2, -7, 4, 1, -7, -7, -2.0, 109
Nc1cc2[nH]c(=O)c3ccccc3c2cc1Br
  5, -15, 1.3, -7, 3, -2, -9, -6, -1.7, 99
O=C(Cn1cnc2c(cnn2-c2ccccc2)c1=O)N1CCN(c2ccc(F)cc2)CC1
  5, 1, -1.9, 10, -2, x, -3, 0, 1.2, 86*
COCCN(CCOC)S(=O)(=O)c1ccc(C(=O)NCCCN2CCOCC2)cc1
  2, 13, -2.2, 13, 5, x, -8, -1, -0.3, 103
Cc1ccc(CN2CCN(Cc3nc(C(C)C)cs3)CC2CCO)cc1 (centres undefined)
  1, 4, -0.4, 2, -1, 12, -1, 2, 1.0, 94
CCOC(=O)N1CCC(NC(=O)CCC(=O)N2CC(C)Oc3ccccc32)CC1 (centres undefined)
  -1, 0, -1.9, 11, -3, 1, 7, -2, 0.0, 104
Oc1ccc(-c2onc(C(F)(F)F)c2-c2cscn2)c(O)c1
  6, 0, 5.6, -27, -1, x, -4, 1, -1.3, 92
COc1ccc(CC(=O)NC(=S)Nc2ccc(S(=O)(=O)NC(C)(C)C)cc2)cc1
  -1, -13, -4.4, 18, -2, -3, -1, 5, 2.0, 110
CCOc1cc(/C=N/NC(=O)c2ccncc2)ccc1OS(C)(=O)=O
  0, 5, 0.4, -2, -3, x, -5, -3, 0.5, 94
O=C(N/N=C/c1ccco1)C1CC1
  -3, -11, -2.6, 16, 1, -3, -1, 2, -1.1, 94
CC(CN1C(C)CCCC1C)OC(=O)c1ccccc1F (centres undefined)
  -1, 10, -2.0, 12, -1, 1, -1, -4, 1.0, 93
CC(C)=CCCC1(C)C=Cc2c(c(C)cc3c2[nH]c2cc(O)ccc23)O1 (centres undefined)
  2, -3, 9.9, -50, 3, -3, 0, -3, -0.8, 99
CNC(=O)c1ccccc1NC(=O)C1CC(=O)N(C(C)C)C1 (centres undefined)
  6, 12, 0.5, -2, 0, -2, -2, 3, 2.2, 105
Cc1cc(NC(=O)c2ccc(N(C)S(=O)(=O)c3ccccc3)cc2)no1
  0, -2, -0.8, 4, 11, x, -9, -4, 0.0, 107
O=C(c1ccc(S(=O)(=O)N2CCCC2)cc1)N(Cc1ccco1)C1CCS(=O)(=O)C1 (centres undefined)
  1, -3, -3.2, 16, -1, 1, -1, -3, 1.1, 89
Cn1c(SCC(=O)Nc2cccc(Br)c2)nnc1-c1cc2ccccc2o1
  -2, 4, 3.2, -14, 3, x, 0, -2, -0.4, 106
CCCc1nc2sc3c(SCC(=O)NCc4ccco4)ncnc3c2c2c1CCC2
  0, 14, 2.9, -15, -4, x, -2, -24, 2.5, 98
CC(O)CNc1ccc(-c2nn(C)c(=O)c3ccccc23)cc1[N+](=O)[O-] (centres undefined)
  -2, 7, -3.5, 17, -1, 6, -15, 3, -0.3, 88
O=C1Nc2ccccc2/C1=C/c1ccc([N+](=O)[O-])cc1
  3, 50, 12, -61, -3, 1, -6, -1, 1.0, 89
COc1ccccc1N1CC(O)=C(c2nc3ccccc3c(=O)[nH]2)C1=N
  -1, 3, -3.0, 17, 0, -2, -5, -1, 2.0, 103
COc1ccc(N/C=C\C(=O)c2ccc(Br)cc2)cc1OC
  -2, x, 2.3, -12, 22, 0, -25, -1, 5.8, 100
CCN(CC(=O)Nc1c(F)cccc1F)C(=O)C1COc2ccccc2O1 (centres undefined)
  0, 29, -0.5, 2, -1, -1, -2, 1, 0.6, 106
CC1CCC(C(C)C)C(OCC(O)CNC(C)c2ccccc2)C1 (centres undefined)
  3, -10, 12, -57, -2, -3, 8, 1, 1.2, 99
NC(=O)c1ccccc1NS(=O)(=O)c1ccc(F)cc1
  0, 11, -0.5, 2, 2, -1, -9, 1, -0.2, 117
COC(=O)[C@@H]1C[C@@]2(O)[C@H](O)[C@H](O)[C@H](O)C[C@H]2N1Cc1cc(F)ccc1F
  5, 28, -0.9, 5, -8, -3, -7, -1, 1.8, 102
CCOC(=O)c1ccccc1NC(=O)COC(=O)CCC1CCCC1
  1, -10, -2.1, 8, 3, 2, -3, -4, 0.1, 105
O=c1[nH]c(-c2ccc3c(c2)OCO3)nc2c1sc(=S)n2-c1ccccc1
  1, -6, -0.2, 1, 0, -3, -1, -5, 1.5, 98
O=C1c2ccccc2C(=O)N1c1cccc2cccnc12
  1, 58*, -0.7, 4, 6, x, 7, 4, 1.6, 134
Cc1cc2c(c(=O)o1)C1(C(=O)N(CC(=O)O)c3ccccc31)C(C#N)=C(N)O2 (centres undefined)
  -7, 31, -2.0, 11, 0, -5, -7, -2, 5.7, 74
O=C(COc1ncnc2cc(Cl)ccc12)c1ccc2c(c1)OCCO2
  10, -4, 1.6, -8, 15, 55*, -6, -5, -1.3, x

More structures.
Values in the order: V-ATPase pHluor, Arr AP2 block, MOR-DOR ag, MOR-DOR inv ag, cardiac RTF act, Wnt act, Cardiac RTF inh, Keap1-Nrf2 PPI, C-LANA FP, Pemphigus Ab inh
Cc1cccc(C(=O)Nc2cccc(S(=O)(=O)NCc3ccco3)c2)c1
  3, -6, 0.6, -2, 0, 3, -8, -5, 0.3, 108
O=S(=O)(NCCc1ccccc1)c1ccc(Cl)nc1
  7, 0, -0.1, 1, -2, 0, -8, -2, -1.5, 86
COC(=O)c1c(C(=O)NCc2ccccc2)ncn1CC(O)COc1ccccc1 (centres undefined)
  0, -6, -2.1, 10, 6, -1, 4, 4, 1.7, 106
NS(=O)(=O)c1ccc(CNC(=O)c2cccnc2Cl)cc1
  3, 4, -1.1, 7, 4, 0, -5, -2, -0.2, x
CCN(CC)N=Nc1ccc(S(=O)(=O)Nc2c(C)n(C)n(-c3ccccc3)c2=O)cc1
  -1, 3, -2.5, 12, -6, -2, -5, 0, -0.3, 90
CCOC(=O)N1CCN(C(=O)CCc2cc(OC)c(OC)c(OC)c2)CC1
  -5, 50, -3.8, 20, -5, -1, -1, 0, -0.7, x
Cc1ccc(Cl)c2sc(N3CCN(C(=O)c4ccco4)CC3)nc12
  2, -1, 2.1, -14, -13, 1, 1, -6, -0.1, 93
N#CC1=CN(Cc2ccccc2)C=C(/C=N/Nc2ccccc2)C1
  2, 10, -1.4, 7, 9, 0, -4, 1, 0.4, 101
O=C(CSc1nnc(-c2ccncc2)o1)N1CCc2ccccc2C1
  6, -4, -1.3, 6, 4, 0, -5, -3, -1.6, 120
